# PG9 binder: PG9 antibody binding by small molecule. TR-FRET gp120-PG9 antibody binding. inhibition, % at 6.7 µM. 0.43% of 360,000 active. AID 624416; in the data active means inhibition above about 8.5%
# ADAM17 inh: ADAM17 inhibition, QFRET primary screen. P78536. recombinant ADAM17, EDANS/DABCYL FRET peptide cleavage. inhibition, % at 6.95 µM. 0.83% of 370,000 active. AID 720648;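 active means inhibition above the mean of compounds lying between control limits plus 3 SD, set per campaign, cut at about 8.5% in these data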;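 further: 0% = DMSO-only wells as the low control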
# Target sequence (P78536 215-824 limits assumed): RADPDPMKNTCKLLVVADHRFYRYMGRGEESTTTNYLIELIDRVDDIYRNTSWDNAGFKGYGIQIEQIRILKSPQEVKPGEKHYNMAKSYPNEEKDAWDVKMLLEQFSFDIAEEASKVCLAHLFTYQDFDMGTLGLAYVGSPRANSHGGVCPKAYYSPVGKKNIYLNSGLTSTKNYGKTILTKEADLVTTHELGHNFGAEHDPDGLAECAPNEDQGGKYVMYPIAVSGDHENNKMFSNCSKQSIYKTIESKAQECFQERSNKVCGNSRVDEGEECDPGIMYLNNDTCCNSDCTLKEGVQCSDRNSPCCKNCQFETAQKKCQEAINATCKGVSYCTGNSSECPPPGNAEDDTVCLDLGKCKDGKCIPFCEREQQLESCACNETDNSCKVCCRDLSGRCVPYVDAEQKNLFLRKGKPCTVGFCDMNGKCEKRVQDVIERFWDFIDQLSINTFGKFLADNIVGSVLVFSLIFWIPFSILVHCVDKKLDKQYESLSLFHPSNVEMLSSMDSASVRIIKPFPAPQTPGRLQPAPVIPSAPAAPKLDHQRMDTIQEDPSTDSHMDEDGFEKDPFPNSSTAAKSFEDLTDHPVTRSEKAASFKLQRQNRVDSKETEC
# SMARCA2 activ: increases SMARCA2 function in MMTV reporter cells | MG213 cells, MMTV-luciferase reporter, dexamethasone, overnight | activation, % at 9.1 µM | 1% of 370,000 active; in the data active means activation above about 7.8%;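 further: 0% = vehicle wells and 100% = reference activator wells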
# DAX1 inh-1: inhibitors of DAX1 repression of SF-1 activated StAR promoter; HEK293T StAR-luciferase reporter, SF-1/DAX-1 repression relief; inhibition, % at 6.8 µM; 1.1% of 370,000 active; AID 652010;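 active means inhibition above the mean over all tested compounds plus 3 SD, cut at about 3.6% in these data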;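 further: 0% = DAX-1 cells with DMSO and 100% = cells lacking DAX-1 with DMSO; higher inhibition means more luminescence from relief of DAX-1 repression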
# hgDAF12 agonist: activates the H. glycines DAF-12 receptor ligand-binding domain | 1.8% of 370,000 active | activation, % at 6.8 µM | HEK293 GAL4-hgDAF12 UAS-luciferase reporter, agonist luminescence; normalized to butyrate control | AID 687014;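 active means activation above a cutoff set at the mean of all screened compounds plus 3 SD, cut at about 10% in these data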;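 further: 0% = DMSO wells and 100% = sodium butyrate wells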
# ssDAF12 agonist: activators of S. stercoralis DAF-12 nuclear receptor | HEK293 ssDAF-12/GRIP1 lit1-tk-luc reporter, luminescence; % of 3 µM dafachronic acid response | activation, % at 6.8 µM | 1% of 370,000 active | AID 652126;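 active means activation above the mean over all tested compounds plus 3 SD, cut at about 0.9% in these data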;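 further: 0% = DMSO-only wells and 100% = 3 µM delta7-dafachronic acid wells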
# hcDAF-12 act: activators of H. contortus DAF-12 nuclear receptor; HEK293 hcDAF-12 lit1-tk-luc reporter, luminescence; 0% DMSO, 100% Δ7-dafachronic acid; activation, % at 6.8 µM; 1.4% of 370,000 active; AID 652067;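 active means activation above the mean of all tested compounds plus 3 SD, cut at about 5.5% in these data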;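 further: 100% = response to 3 µM Δ7-dafachronic acid high control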
# GC-A act: GC-A (human) enzyme activation | P16066 | HEK293 GC-A cells, cGMP TR-FRET, EC30 ANP; 0% at EC30 ANP, 100% saturating ANP | activation, % at 10 µM | 0.14% of 370,000 active | AID 1671463; in the data active means activation above about 40%
# ADAM10 inh: inhibitors of human ADAM10. O14672. recombinant ADAM10, EDANS/DABCYL FRET peptide cleavage, 3 h. inhibition, % at 7 µM. 0.62% of 370,000 active;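 active means inhibition above a per-campaign cutoff equal to the mean of compounds falling between control-based bounds plus 3 SD, cut at about 20% in these data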;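 further: 0% = DMSO wells while the 100% control is not disclosed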
# DAX1 inh-2: inhibitors of human orphan nuclear receptor DAX1 (NR0B1); inhibition, % at 6.75 µM; P51843; AID 504766; HEK293 Gal4-DAX1 luciferase reporter, luminescence; 0.99% of 340,000 active;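 active means inhibition above the mean over all tested compounds plus 3 SD, cut at about 4.2% in these data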;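 further: 0% = DAX1-transfected cells with DMSO and 100% = empty-vector control cells with DMSO; inhibition shows as a rise in luminescence from relieved DAX1 repression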
# Target sequence (P51843 207-470 limits assumed): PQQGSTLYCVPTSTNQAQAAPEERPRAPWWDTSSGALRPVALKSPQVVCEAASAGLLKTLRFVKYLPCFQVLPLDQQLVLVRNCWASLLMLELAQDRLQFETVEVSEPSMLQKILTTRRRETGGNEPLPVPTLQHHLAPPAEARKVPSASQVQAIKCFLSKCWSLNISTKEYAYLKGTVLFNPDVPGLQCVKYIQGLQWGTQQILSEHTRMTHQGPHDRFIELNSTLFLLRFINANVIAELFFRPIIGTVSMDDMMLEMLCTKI
# GAA850 FXN act: increases GAA850 frataxin promoter reporter activity; 0.56% of 360,000 active; activation, % at 6 µM; HEK293 lucGAA850 FXN promoter luciferase reporter, 24 h; percent of 10 µM SAHA response; AID 540364;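 active means activation above the average of all compounds screened plus 3 SD, cutoff fixed separately per campaign, cut at about 7.5% in these data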;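 further: 0% = DMSO wells and 100% = 10 µM SAHA wells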
# Active calls of the source: *; i = inactive; . = no result given.
SMILES,PG9 binder,ADAM17 inh,SMARCA2 activ,DAX1 inh-1,hgDAF12 agonist,ssDAF12 agonist,hcDAF-12 act,GC-A act,ADAM10 inh,DAX1 inh-2,GAA850 FXN act
CC1(C)C(C=C(Cl)Cl)C1C(=O)OCc1cccc(Oc2ccccc2)c1 (stereo not drawn),-1.2,0,0,-0.8,-3.8,-1.5,0.8,0,9,0.4,0.6
CN(CC(=O)Nc1cccc(F)c1)C(=O)c1cccc2ccccc12,-0.6,2,0,-0.3,0.4,-1.8,-0.1,0,4,-0.5,0.9
COc1ccc(OC(C)C(=O)NC2CCCCCCC2)cc1 (stereo not drawn),-2.9,0,-1,-0.1,-0.9,-1.1,-1.5,3,-4,0.5,1.9
Cc1ccc(C(=O)Nc2ccccc2C(=O)NCc2ccco2)cc1,0.7,2,2,-2.2,3.3,-0.9,0.7,0,10,-0.9,0.6
CCOC(=O)C(C(=O)NCc1ccc(F)cc1)c1ncc(C(F)(F)F)cc1Cl (stereo not drawn),-1.2,-1,1,-0.4,-2.4,-1.3,-0.8,4,-3,-0.2,0.0
CN(C)CCCn1c2c3ccccc3ccc2c2oc(=O)c3ccccc3c21,0.6,-60,12*,-2.7,-0.4,-1.3,-0.1,11,-342,0.1,4.1
CC1=CC(=O)[C@@H](OC(=O)Nc2ccc(C)cc2)[C@@H](c2ccccc2Br)N1C,0.3,4,-5,0.5,-1.8,-1.8,0.2,1,-4,0.7,-0.4
COc1ccc(NC(=O)c2cc3ccccn3n2)cc1,0.0,2,10*,7.9*,8.8,-0.1,9.2*,-1,1,0.7,0.3
O=C(CSC1CC(=O)N(CCc2ccccc2)C1=O)Nc1cccc(Cl)c1 (stereo not drawn),-0.6,3,-4,-0.3,-0.4,-1.8,1.4,-4,5,-0.1,5.0
COC(=O)C1CCN(S(=O)(=O)CCNC(=O)c2ccccc2)CC1,-0.9,-2,-3,0.5,-0.1,-1.4,0.3,1,-8,0.9,-0.8
CCN(CC)S(=O)(=O)c1cc([N+](=O)[O-])ccc1NNC(=O)Nc1ccc(F)cc1,0.6,3,0,-0.8,0.3,-1.3,0.5,3,11,-0.5,2.6
Cc1cccc(C)c1NC(=O)C1(C)CSCC(=O)N1CCC(C)C (stereo not drawn),-0.5,0,-2,-0.2,1.9,-0.7,-1.3,1,0,.,.
CCCS(=O)(=O)N1CCCC(C(=O)N2CCC(Cc3ccccc3)CC2)C1 (stereo not drawn),0.0,-1,-4,-0.5,-2.0,-1.6,0.1,0,3,-1.0,-0.9
COC(=O)c1ccc(C)cc1,-0.8,2,1,-0.1,3.6,-1.6,-0.3,4,16,1.1,2.2
Nc1nonc1-c1nc2ccccc2[nH]1,-1.6,-2,4,-0.6,1.0,-0.1,4.8,4,-6,-0.1,-0.1
CC1CCCCN1CCNC(=O)C1CCCN(c2ncnc3c2nc2n3CCCCC2)C1 (stereo not drawn),-1.1,0,-4,0.6,-0.4,-1.5,0.3,1,-2,0.1,-0.5
Cc1cc(C)n(CC(=O)n2c3c(c4ccccc42)CCCC3)n1,0.4,3,-2,-0.7,-0.8,-0.7,0.1,-3,4,0.1,-0.1
COc1ccc(S(=O)(=O)N2CCN(Cc3cc4c(cc3Br)OCCO4)CC2)cc1,-0.1,2,-2,-0.3,-0.3,-1.5,-2.1,-6,0,0.5,1.2
CCOC(=O)c1ccccc1NC(=O)CSc1nncn1C,2.5,-3,0,0.6,2.5,-1.5,-0.5,2,9,-0.6,-0.3
CC(=O)C1=C(O)C(=O)N(c2ccccn2)C1c1ccc(C)cc1 (stereo not drawn),-0.3,-4,4,0.8,2.8,-0.8,0.8,5,-15,0.3,0.2
COc1ccccc1-n1c(=O)[nH]c2c(C(N)=O)nc(-c3cccnc3)nc21,0.0,-85,0,-0.2,-0.3,-1.6,-1.7,0,-285,0.9,2.4
O=S(=O)(c1ccccc1)n1ccc2cccnc21,-1.4,-2,0,0.1,0.2,-0.8,-1.0,1,0,-0.7,1.6
CCOC(=O)c1cccc(NC(=O)CN(C)S(=O)(=O)c2cc(OC)ccc2OC)c1,.,-1,-2,-0.7,0.8,-1.3,-2.9,1,-3,.,.
Cc1ccc(C(=O)c2coc3ccc(O)c(CN4CCN(C)CC4)c23)cc1,1.1,-4,3,-0.4,0.7,-1.7,-1.9,-9,0,0.2,0.2
CCOc1ccc(NC(=O)c2ccc3c(c2)OCCO3)cc1S(=O)(=O)N(CC)CC,0.3,1,-2,-2.4,-1.9,-1.9,-1.5,2,-11,0.9,-0.5
O=C(OC1CCCCC1=O)c1cccc(S(=O)(=O)NCc2ccccc2)c1 (stereo not drawn),-0.6,-3,-1,-1.1,-2.6,-1.1,-0.5,3,4,-0.6,-1.9
O=[N+]([O-])c1cc(S(=O)(=O)N2CCCC2)ccc1OCCOc1ccccc1,1.3,2,-1,-2.1,-1.2,-1.3,-1.8,1,6,-0.7,0.0
O=C1[C@@H]2Cc3c([nH]c4ccccc34)C(c3ccc(Cl)cc3)N2C(=O)CN1CCO (stereo partly drawn),-0.3,-5,-2,-0.6,-1.0,-1.0,-0.4,-45,2,-0.9,-1.5
O=C1CC(c2ccccc2)CC(O)=C1C=NC1CCCCCC1 (stereo not drawn),1.3,-3,2,0.7,0.0,-1.2,-0.1,4,5,-0.1,2.8
COCCCNC(=O)Cc1ccccc1OC,1.2,-6,-1,0.0,2.5,-1.1,-1.9,-3,1,0.0,1.2
C/C(=C\c1cccc(Cl)c1Cl)C(=O)c1c(C)cc(C)[nH]c1=O,1.8,0,-2,0.3,-2.0,-1.9,-0.4,-22,6,-0.4,1.1
COc1ccc(/C=C2\CCCC3C2=NN(C(=O)CSc2n[nH]c(N)n2)C3c2ccc(OC)cc2)cc1 (stereo not drawn),0.6,-4,-1,0.6,-3.7,-0.8,-0.1,-13,-7,1.2,1.2
O=c1c(Cl)c(Cl)cnn1Cc1nnc(-c2ccc(Cl)cc2)o1,0.5,-3,-12,-0.8,-6.2,-0.5,-1.9,49*,-12,-3.6,-1.8
CCN(c1ccccc1)S(=O)(=O)c1ccc(C(=O)Nc2ccccc2OC)cc1,2.9,1,-1,-1.4,-2.3,-1.8,-2.0,-3,0,-0.5,-3.1
CC12CCC(C(=O)Nc3ccc(Cl)cc3)([C@H](Br)C1=O)C2(C)C (stereo partly drawn),-1.6,-1,0,0.1,-0.3,-1.3,-2.2,3,1,.,1.8
COc1ccc(C(c2sc3ncnn3c2O)N2CC(C)OC(C)C2)cc1OC (stereo not drawn),-0.7,-8,3,1.3,-0.4,-0.2,3.1,1,-12,1.5,4.0
O=C(CC1S/C(=N/N=C/c2c[nH]c3ccc(OCc4ccccc4)cc23)NC1=O)Nc1ccccc1 (stereo not drawn),0.8,1,-3,-0.2,-1.4,-1.5,-0.1,-3,4,-1.0,2.6
CN(C)S(=O)(=O)c1cccc(NC(=S)NCCCn2ccnc2)c1,-1.2,3,-3,0.5,-3.7,-0.7,0.2,-4,-10,0.7,1.6
CCS/C(N)=N/N=C/c1cc(C)ccc1O,-1.0,-7,8,2.8,7.4,0.7,7.9*,2,-1,0.4,3.1
O=C(COc1cccc(NC(=O)c2cccs2)c1)c1ccc(F)cc1,-1.0,2,-1,-0.5,-4.2,-1.2,-2.9,6,-3,-1.0,-0.8
CCOC(=O)C1=C(C)NC(=O)NC1c1ccc(-c2ccccc2F)o1 (stereo not drawn),0.1,-4,-1,0.1,1.7,-2.0,-1.2,-12,-17,-0.7,-0.4
O=C(CCl)Nc1ccc(-c2ccccc2)cc1,1.8,-2,-11,-2.3,-2.1,-1.6,-1.1,2,-12,-1.1,-13
Cn1c(=O)c2c(nc(Br)n2CCc2ccccc2)n(C)c1=O,1.1,0,1,-0.7,-1.0,-1.0,-0.6,-1,0,-0.2,0.8
Cc1ccc(NC(=O)COC(=O)Cn2cnc3ccccc32)c([N+](=O)[O-])c1,0.4,-2,-1,-0.9,-0.8,-1.1,-1.3,0,3,0.3,3.4
Cc1ccc(NC(=O)CNC(=O)c2ccc(C(C)(C)C)cc2)cc1S(=O)(=O)N1CCOCC1,-0.9,2,1,-0.4,1.5,-1.3,2.3,-5,6,1.1,4.6
CCCNC(=O)C1(C)CCCN(Cc2cc(-c3ccccc3)n(C)n2)C1 (stereo not drawn),-0.1,-2,-3,-1.0,4.5,-1.6,0.1,-2,-4,.,-2.5
COc1ccccc1N1CCN(C(=O)CCNC(=O)Cn2ccc3ccccc3c2=O)CC1,2.7,-3,-3,-0.1,-3.2,-1.2,-0.8,-1,-13,-1.0,1.1
COc1ccc(C2CC(c3ccc4ccccc4c3OC(C)=O)=NN2C(=O)/C=C/c2ccccc2)cc1 (stereo not drawn),-1.3,0,1,0.0,-0.5,-1.2,0.2,3,7,-0.2,1.4
Cc1ccc(S(=O)(=O)NC(CC(=O)O)c2ccco2)cc1 (stereo not drawn),-1.7,-2,-3,-0.5,-1.2,-1.7,0.2,-1,1,0.4,-0.2
COC(=O)c1[nH]c2cc(OC)ccc2c1N=CN(C)C,-2.0,-9,-2,-0.4,-0.4,-0.3,-0.9,-7,-26,-0.9,0.5

# Looked up by compound from above (three):
SMILES,PG9 binder,ADAM17 inh,SMARCA2 activ,DAX1 inh-1,hgDAF12 agonist,ssDAF12 agonist,hcDAF-12 act,GC-A act,ADAM10 inh,DAX1 inh-2,GAA850 FXN act
Cn1c(=O)c2c(nc(Br)n2CCc2ccccc2)n(C)c1=O,1.1,0,1,-0.7,-1.0,-1.0,-0.6,-1,0,-0.2,0.8
Cc1ccc(S(=O)(=O)NC(CC(=O)O)c2ccco2)cc1 (stereo not drawn),-1.7,-2,-3,-0.5,-1.2,-1.7,0.2,-1,1,0.4,-0.2
COC(=O)c1[nH]c2cc(OC)ccc2c1N=CN(C)C,-2.0,-9,-2,-0.4,-0.4,-0.3,-0.9,-7,-26,-0.9,0.5

# Going on with the list.
SMILES,PG9 binder,ADAM17 inh,SMARCA2 activ,DAX1 inh-1,hgDAF12 agonist,ssDAF12 agonist,hcDAF-12 act,GC-A act,ADAM10 inh,DAX1 inh-2,GAA850 FXN act
COc1ccc(S(=O)(=O)CCC(=O)N2CC(=O)N(CCc3ccccc3)C(=O)C2)cc1,-2.9,-3,1,-0.4,0.8,-0.9,-0.2,3,5,1.3,-1.2
O=C(NCc1ccccn1)c1ccc(OC2CCN(Cc3cccs3)CC2)cc1,-0.7,2,-2,0.2,-0.1,-1.1,-0.7,4,-1,0.1,0.6
N#Cc1nc(-c2ccco2)oc1NCCN1CCOCC1,0.6,-34,-3,-0.2,-1.5,-1.1,-0.6,2,-87,0.7,-1.7
Oc1ccccc1C1=NN(c2ccccc2)C(c2ccccc2)C1 (stereo not drawn),1.2,i,3,-0.6,0.1,-1.1,1.7,7,i,-0.9,2.7
O=C(c1nc2ccccc2[nH]1)c1ccccc1[N+](=O)[O-],-1.6,-2,1,0.6,1.2,-0.2,4.7,0,-6,1.5,1.2
COc1ccc2c(Cl)c(-c3nnc(SCC(N)=O)n3C)sc2c1,1.1,2,-3,-1.4,1.2,-1.6,0.2,6,-8,1.2,-1.5
Cc1ccc(S(=O)(=O)NC2(C(F)(F)F)C(=O)Nc3c2c(=O)[nH]c(=O)n3-c2ccccc2)cc1 (stereo not drawn),-0.9,-4,1,0.1,-1.0,-0.6,-0.3,-1,-7,0.6,-0.9

# High-throughput results: PubChem, several laboratories
